# Source: PubChem
# 14-3-3g Raf – modulators of 14-3-3 gamma protein binding, primary screen, biochemical, fluorescence polarization; FP, 14-3-3gamma / TMR-pS259-Raf peptide binding; inhibition, % at 40 µM; 160,000 tested, 0.19% active; in the data active = inhibition above about 30%;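 also: 0% = protein plus tracer without compound and 100% = blank with tracer alone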
# Target sequence (P61981 whole entry, looked up): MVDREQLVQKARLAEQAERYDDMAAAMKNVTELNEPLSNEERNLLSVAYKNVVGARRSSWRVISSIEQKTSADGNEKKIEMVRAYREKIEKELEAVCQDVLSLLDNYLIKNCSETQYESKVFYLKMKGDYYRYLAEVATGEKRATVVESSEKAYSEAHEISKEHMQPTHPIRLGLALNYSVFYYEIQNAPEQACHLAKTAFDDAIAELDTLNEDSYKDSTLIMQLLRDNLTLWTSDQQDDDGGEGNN
# * = called active by the depositor; & = joins results of further samples. Not all compounds are listed, so the mix of outcomes need not match the whole.
molecule,14-3-3g Raf
COc1ccc(NC(=O)CN2CCC3(O)CCCCC3C2c2cc(OC)ccc2OC)cc1 (stereo not drawn),-2
COc1ccc(N2CCN(C(=O)CCNC(=O)Cn3ccc4ccccc4c3=O)CC2)cc1,2
CSc1cccc(NC(=O)C2CCCN(S(=O)(=O)c3cnc[nH]3)C2)c1 (stereo not drawn),5
Clc1ccc(C2CC(c3cccs3)n3ncnc3N2)cc1Cl (stereo not drawn),-6
CCC1CCCCN1S(=O)(=O)c1ccc2c(c1)n(C)c(=O)c(=O)n2C (stereo not drawn),1
Cc1ccc(C(=O)N2CC(=O)Nc3ccc(F)cc3C2c2ccc(F)cc2)cc1C (stereo not drawn),-7
Cc1ccc(CNC(=O)c2cnn3c(C)c(Cc4cccc(Cl)c4)c(C)nc23)cc1,-8
COc1ccc(N2C(=O)C3CCCCC3C2=O)cc1OC (stereo not drawn),-5
COC(=O)N1CCN(S(=O)(=O)c2ccc(F)cc2)CC1,5
CCCCSc1nnc2c(n1)OC(c1cc(OC)ccc1OC(C)=O)N(C(C)=O)c1ccccc1-2 (stereo not drawn),-8
O=C(O)c1cccnc1SCC(=O)N1CCCc2ccccc21,-27
Cn1cnc2cc(NCc3cccc(Br)c3)ccc21,1

# The last 2 records of the part above are carried over, then new ones follow:
molecule,14-3-3g Raf
O=C(O)c1cccnc1SCC(=O)N1CCCc2ccccc21,-27
Cn1cnc2cc(NCc3cccc(Br)c3)ccc21,1
O=C(NCc1ccc2c(c1)OCO2)c1cc(=O)n(Cc2ccc(Cl)cc2)c2ccccc12,-8
c1ccc(-c2csc(Nc3cccnc3)n2)nc1,-6
OC(COc1ccccc1Cl)Cn1c2ccccc2c2ccccc21 (stereo not drawn),5
CC(=Cc1ccccc1)c1ccc2c(c1)CCN2C,-10
O=C(CSc1nnc2scc(-c3ccc(Cl)cc3)n12)Nc1ccccc1F,-1
COC(=O)c1ccc(Nc2nnc(C)c(=O)[nH]2)cc1,9
Cc1cc(Br)ccc1NC(=O)C1Cc2ccccc2CN1S(C)(=O)=O (stereo not drawn),8
O=C(Nc1nc2nccc(-c3ccccc3)n2n1)c1ccccc1,-3
CC(NC1CCS(=O)(=O)C1)C(=O)O (stereo not drawn),-3
Cc1oc2cc(Br)c(OCc3ccccc3Cl)cc2c1C(=O)OC(C)C,-13
Cn1c(=O)c2cc(S(=O)(=O)NCCC(=O)NC3CCCCCCC3)ccc2n(C)c1=O,-4
CN1C(=O)c2ccc(N3CCCC3)cc2C1=O,-1
CCOC(=O)CN1CC23C=CC(O2)C(C(=O)N2CCCC2)C3C1=O (stereo not drawn),0
O=C(Cn1c(=O)n(-c2ccccc2)c(=O)c2sccc21)N1CCCC1,-4&-2
CC(=O)Nc1ccc(S(=O)(=O)Nc2ccc(S(N)(=O)=O)cc2)cc1,-5
COCCOC(=O)C1=C(C)NC2=C(C(=O)CC(c3cccs3)C2)C1c1ccc(O)cc1 (stereo not drawn),-11
O=C(CCCc1c[nH]c2ccccc12)NC1CC1,1
Cc1ccc(NC2=CC(=O)CC(C)(C)C2)cc1F,-3
Cc1ccccc1-n1nc(C)c2cc(C(=O)NCc3cccnc3)sc21,-8
COc1ccc(C2=NN(CC(=O)NC3CCCCC3)C(=O)CC2)cc1,0
CC[C@@H](C)[C@H](NC(=O)C1CCN(C(=O)[C@@H](NS(=O)(=O)c2ccc(C)cc2)C(C)C)CC1)C(=O)O,-12
Cc1ccc(C=Nc2cccc(C#N)c2)cc1,-2
Cc1c(Cl)cccc1NC(=O)c1cc(S(=O)(=O)N2CCOCC2)ccc1F,-1
Cc1c(C(=O)NCc2cccnc2)sc2nc(-c3ccc(F)cc3)cn12,-8
CCOC(=O)c1cnc2ccc(OC)cc2c1Nc1ccccc1CC,2
Cc1ccc(CSc2ccc(C(=O)N3CCC(C)CC3)cc2[N+](=O)[O-])cc1,-6
COc1ccccc1NC(=O)CSc1nc2c(sc3ccccc32)c(=O)n1C1CCN(Cc2ccccc2)CC1,-2
COc1ccc(Cn2c(=O)[nH]c3cc(C(=O)N4CCN(c5ccc(Cl)cc5)CC4)ccc3c2=O)cc1,-1
COc1ccc(S(=O)(=O)N2CCSC2c2cc(OC)c(OC)cc2OC)cc1 (stereo not drawn),-25
N#Cc1nc(-c2cccs2)oc1NCc1ccc(Cl)cc1,-13
O=C(c1cc2nc(-c3ccccc3)cc(C(F)(F)F)n2n1)N1CCN2CCCC2C1 (stereo not drawn),-4
COCCNC(=O)CSc1nc2ccccc2c2nc(C)nn12,2
CCCCC1CCC(c2nc(-c3ccc(Br)cc3)no2)CC1 (stereo not drawn),-24
COc1cccc(C2C3=C(CC(C)(C)CC3=O)Nc3ccccc3N2C(=O)C(F)(F)F)c1OC (stereo not drawn),0
Cn1c(=O)[nH]c(=O)c2c1nc(NCc1ccccc1)n2Cc1ccc(Cl)cc1,-2
NS(=O)(=O)c1ccc(NC(=O)CN2CCN(C(=O)c3ccccc3)CC2)cc1,0

# Quoted at random: six records from the list, in no set order.
molecule,14-3-3g Raf
Cn1c(=O)[nH]c(=O)c2c1nc(NCc1ccccc1)n2Cc1ccc(Cl)cc1,-2
COc1ccccc1NC(=O)CSc1nc2c(sc3ccccc32)c(=O)n1C1CCN(Cc2ccccc2)CC1,-2
COCCNC(=O)CSc1nc2ccccc2c2nc(C)nn12,2
COc1ccc(S(=O)(=O)N2CCSC2c2cc(OC)c(OC)cc2OC)cc1 (stereo not drawn),-25
CCOC(=O)c1cnc2ccc(OC)cc2c1Nc1ccccc1CC,2
NS(=O)(=O)c1ccc(NC(=O)CN2CCN(C(=O)c3ccccc3)CC2)cc1,0

# The list goes on.
molecule,14-3-3g Raf
COc1ccc(-n2c(=S)[nH]c3cc(C(=O)NCc4ccc(Cl)cc4)ccc3c2=O)cc1OC,-8
CCOc1ccc(N2C(=O)CC(NCc3ccc(F)cc3)C2=O)cc1 (stereo not drawn),-4
O=C(Nc1cccc(I)c1)c1ccc2c(c1)C(=O)N(c1nccs1)C2=O,-20
Cc1c(C(=O)Nc2cccc(Cl)c2)oc2ccc(S(=O)(=O)N3CC(C)CC(C)C3)cc12 (stereo not drawn),-8
CCOc1cc2c(cc1OCC)C1C(C(=O)N3CCN(C)CC3)c3ccccc3C(=O)N1CC2 (stereo not drawn),7
Cc1cn2c3ccccc3n(CCN3CCCCC3)c2n1,1
COCCNC(=O)c1cc(=O)[nH]c2ccc(S(=O)(=O)N3CCCC3)cc12,3
CN1c2ccccc2C(C)(C)C12C=Nc1c(cc(N3CCOCC3)c3ccccc13)O2 (stereo not drawn),-66
Cc1cc(I)ccc1NC(=O)c1ccc(C(C)(C)C)cc1,-57
CCc1ccccc1NC(=O)c1cc([N+](=O)[O-])nn1Cc1ccccc1,-4
NS(=O)(=O)c1ccc(-c2ccc(C=NC3CCS(=O)(=O)C3)o2)cc1 (stereo not drawn),-8
Cc1cc(C)n2nc(SCc3ccccc3)nc2n1,2

# Grouped by structure, the entries above with an NH in an aromatic ring
molecule,14-3-3g Raf
CSc1cccc(NC(=O)C2CCCN(S(=O)(=O)c3cnc[nH]3)C2)c1 (stereo not drawn),5
COC(=O)c1ccc(Nc2nnc(C)c(=O)[nH]2)cc1,9
O=C(CCCc1c[nH]c2ccccc12)NC1CC1,1
COc1ccc(Cn2c(=O)[nH]c3cc(C(=O)N4CCN(c5ccc(Cl)cc5)CC4)ccc3c2=O)cc1,-1
Cn1c(=O)[nH]c(=O)c2c1nc(NCc1ccccc1)n2Cc1ccc(Cl)cc1,-2
COc1ccc(-n2c(=S)[nH]c3cc(C(=O)NCc4ccc(Cl)cc4)ccc3c2=O)cc1OC,-8
COCCNC(=O)c1cc(=O)[nH]c2ccc(S(=O)(=O)N3CCCC3)cc12,3

# (next part)
molecule,14-3-3g Raf
CCOc1ccc(C2C(C(=O)Nc3cc(C)ccn3)=C(C)NC3=C2C(=O)CC(C)(C)C3)cc1 (stereo not drawn),3
O=C(Nc1ccccc1Cl)N1CCN(c2ccccn2)CC1,1&5
CC1=CC(C)(C)N(C(=O)CSc2nc3ccccc3s2)c2cc(C)ccc21,1
CSc1ccccc1NC(=O)c1c(C)noc1C,-12
COC(=O)C1=CN(CC2CCCO2)C=C(C(=O)OC)C1c1ccccc1Br (stereo not drawn),-1
COC(=O)C1=C(C)NC2=C(C(=O)CC(c3ccccc3OC)C2)C1c1cc(OC)ccc1OC (stereo not drawn),11
COc1nc(OC)nc(N(c2ccccc2)c2ccccc2)n1,-1
O=C(CC(c1ccccc1)c1ccccc1)NCC1(c2ccccc2)CCOCC1,3
CCC(C)NC(=O)c1cc(C)on1 (stereo not drawn),-3
COC(=O)C1=C(C)NC(=O)C1(Nc1ccc(Cl)cn1)C(F)(F)F (stereo not drawn),8
O=C(c1cnn2c(C(F)F)cc(C3CC3)nc12)N1CCOCC1,1
COc1nc(Nc2nc3ccccc3c(=O)[nH]2)nc2ccc(C)cc12,-1&-16
CC1CC(=O)N(CC(=O)N2CCCC2)c2ccccc2S1 (stereo not drawn),-2
COC(=O)C1Sc2[nH]c(=O)sc2C(c2ccc(Cl)cc2)C1C(=O)OC (stereo not drawn),0&-2
Cc1cccc(NC2=CC(=O)CC(C)(C)C2)c1,-3
CN(CCCNC(=O)Cn1c(=O)oc2ccccc21)Cc1ccccc1,4
CCOC(=O)N1CCN(C(=O)CN(c2ccccc2OC)S(=O)(=O)c2ccc(C)cc2)CC1,-2
COc1cc(C2C(C#N)=C(N)OC3=C2C(=O)CC(C)(C)C3)ccc1OC(=O)N1CCOCC1 (stereo not drawn),5
CC(=O)c1c(C)oc2ccc(N(C(=O)c3ccccc3)S(=O)(=O)c3ccc(Cl)c([N+](=O)[O-])c3)cc12,-22
CCOC(=O)c1cc2c(=O)n3ccccc3nc2n(CCCOC)c1=NC(=O)c1ccc(Cl)cc1,-11
CCn1c(SCC(=O)Nc2ccc(OC)cc2)nnc1-c1ccc2[nH]c(C)c(C)c2c1,-9
O=C(c1cc2nc(-c3ccc([N+](=O)[O-])cc3)cc(C(F)(F)F)n2n1)N1CCCc2ccccc21,-10
O=c1[nH]c2ccccc2c(=O)n1C1CCCCC1,-8
O=C(CCCn1c2ccccc2c(=O)c2ccccc21)Nc1ccccc1F,-5
C=CCSc1[nH]c(=O)cc(C)c1C(N)=O,0
COc1cccc(CCNc2ccc(N3C(=O)C4CCCCC4C3=O)cc2[N+](=O)[O-])c1 (stereo not drawn),1
COc1ccc(S(=O)(=O)N(CC(=O)NC(C)C)c2ccc(Cl)cc2)cc1,-2
CCCCNC(=O)CSc1nnc(NC(C)=O)s1,3
O=C(c1cc(C(=O)N2CCOCC2)cc([N+](=O)[O-])c1)N1CCOCC1,0
CC(=O)OCc1cnc(C)c2oc(=Nc3ccccc3I)c(C(=O)Nc3cccc(C)c3)cc12,-2
Cc1csc2ncc(C(=O)Nc3cccc(C(F)(F)F)c3)c(=O)n12,-3
Cc1cccc(NC(=O)c2ccc3c(c2SCCO)C(=O)c2ccccc2C3=O)c1,-4
COc1ccc(NC(=O)c2oc(=O)c3ccccc3c2-c2ccccc2)cc1Cl,-6
CC(C)OC(=O)COc1cc2oc(=O)c3c(c2cc1Cl)CCC3,-6
Cc1ccc(S(=O)(=O)N(C)CC(=O)N2CCCc3ccccc32)cc1,-6
Cc1ccc2nc(SCc3cn4c(C)cccc4n3)[nH]c2c1,2
CC(SC1=NN2CCCC(=O)N=C2S1)c1ccccc1 (stereo not drawn),-7
COC(=O)c1ccc(NS(=O)(=O)c2ccc3ccccc3c2)cc1,-6
CCCc1cc(=O)[nH]c(Sc2c(-c3ccccc3)c3cc([N+](=O)[O-])ccc3[nH]c2=O)n1,-8
CC(C)(C)c1ccc(C(=O)Nc2ncc(Cc3ccccc3)s2)cc1,1
O=C(Nc1ccccc1[N+](=O)[O-])c1cc(-c2ccccc2)nc2ccccc12,1
COc1ccc(C(=O)N2CCN(C(=O)c3cccc(Cl)c3)CC2)cc1,0
Cc1ccc(C(CC(=O)N2CCNCC2)c2ccccc2)c(O)c1C (stereo not drawn),16
O=C(Oc1ccc2oc(=O)sc2c1)c1cccc(Cl)c1,5
O=C(CN1C(=O)C2C3C=CC(C3)C2C1=O)Nc1ccc(C(F)(F)F)cc1 (stereo not drawn),-1
Cn1c2c(c(=O)n(C)c1=O)CN(CC1CCCO1)CN2 (stereo not drawn),-1
COCCNC(=O)CN(c1cc(C(F)(F)F)ccc1Cl)S(C)(=O)=O,-4
COc1ccc(N2Cc3cccc(C(=O)N4CCOCC4)c3C2=O)cc1,-5
Cc1c(Br)c(C(F)(F)F)nn1CC(=O)NCCN1CCOCC1,0
O=C(c1ccccc1)N1CCN(C(=O)C23CC4CC(CC(C4)C2)C3)CC1,2
O=C(O)c1cc([N+](=O)[O-])ccc1Sc1nnnn1-c1ccccc1,7
COc1cc(NC(=O)c2ccc(F)cc2)cc([N+](=O)[O-])c1,-11
Cc1onc(-c2c(F)cccc2Cl)c1C(=O)NCCc1ccc(S(N)(=O)=O)cc1,10
Cc1cc(Cl)c(S(N)(=O)=O)cc1OCC(N)=O,5
O=C(NC1CCCC1)C(NS(=O)(=O)c1cccc2nsnc12)c1ccccc1 (stereo not drawn),-13
COc1cc(C(=O)OCC(=O)Nc2c(F)c(F)c(F)c(F)c2F)cc(OC)c1OC,-4
CC(=O)c1c(C)[nH]c(C(=O)NCc2cccs2)c1C,-4
Cc1ccc(NS(=O)(=O)c2cccnc2)cc1C,0
Cc1ccc(-n2nc3c(c2NC(=O)CCC2CCCCC2)CS(=O)C3)cc1 (stereo not drawn),0&-8
CCc1nc2ccccc2c(NC(=O)CN2CCN(c3ccccc3)CC2)c1C,-3
Cc1ccc2nc(NC(=O)C3CCC(CNS(=O)(=O)c4ccc(Br)s4)CC3)sc2c1 (stereo not drawn),-4
